Source: PubChem (National Center for Advancing Translational Sciences (NCATS))
Giardia killer: kills Giardia lamblia; AID 540267; Giardia lamblia trophozoite viability; activity change, % at 7.66 µM, hits read low; 340,000 compounds, 0.15% hits; in the data active means activity change below about -80%; inconclusive means between about -30% and that limit;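 further: parasites exposed to compound for two days anaerobically before the ATP read; on the % scale 0 is the no-effect control and ±100 the full control effect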
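Trophozoite viability was measured as ATP-dependent luminescence, read 15-30 min after reagent addition. Before that, parasites at 100 cells/well were exposed to compounds for 48 h, anaerobically, at 37 deg C.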
Tb PFK inh: inhibitors of T. brucei phosphofructokinase. O15648. T. brucei PFK, ADP-Glo luminescence. Potency, µM (titrated, usually from 57.5 µM), for inactives: at the top dose activity, negative = inhibition, most hits filed as inhibitors. 330,000 compounds, 0.17% hits. AID 485367;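 further: potency means the concentration at half of the fitted maximal effect; 0% = uninhibited 1x PFK enzyme wells and -100% = no-enzyme wells; nearly all actives have a fitted effect of over 60% in size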
Target sequence (O15648 whole entry, looked up): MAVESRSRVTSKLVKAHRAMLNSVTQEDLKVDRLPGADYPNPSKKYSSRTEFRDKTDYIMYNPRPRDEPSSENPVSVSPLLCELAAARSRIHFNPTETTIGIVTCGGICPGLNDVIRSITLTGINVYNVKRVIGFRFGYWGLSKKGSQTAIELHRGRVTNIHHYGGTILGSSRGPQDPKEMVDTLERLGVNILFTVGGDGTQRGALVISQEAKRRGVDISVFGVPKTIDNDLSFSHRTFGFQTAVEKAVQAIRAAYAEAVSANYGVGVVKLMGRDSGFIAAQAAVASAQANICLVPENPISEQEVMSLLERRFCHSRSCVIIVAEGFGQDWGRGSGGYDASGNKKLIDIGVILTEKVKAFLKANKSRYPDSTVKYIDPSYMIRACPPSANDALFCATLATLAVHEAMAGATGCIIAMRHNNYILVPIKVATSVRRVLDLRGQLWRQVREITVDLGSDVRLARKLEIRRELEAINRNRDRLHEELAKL
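PFK 1.25 nM, F6P 0.5 mM, ATP 0.1 mM, 0.1 M TEA pH 8.0, 5 mM MgCl2, 0.01% Tween20, 0.1% BSA; 45 min RT. ADP-Glo readout. qHTS titration up to 57 uM; curves fitted, compounds curve-classed.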
VP16 counter: inhibits Gal4-VP16 luciferase reporter, ROR gamma counter-screen; Drosophila S2 Gal4-VP16 UAS-luciferase, luminescence, 20 h; Potency, µM (titrated, usually from 53.6 µM), for inactives: at the highest dose activity, negative = inhibition, most hits filed as inhibitors; 310,000 compounds, 3.5% hits; AID 2546;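 further: Gal4-VP16 expression switched on by copper sulfate through the metallothionein promoter; potency means the concentration at half of the fitted maximal effect; on the % scale 0 is the no-effect control and ±100 the full control effect; nearly all actives have a fitted effect of over 50% in size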
KCNH2 3.1 inh: KCNH2 3.1 (human) potassium channel inhibition; U2OS KCNH2 3.1, thallium flux FluxOr; hits give low values; AID 720553; 340,000 compounds, 0.95% hits; activity change, % (tested at about 1.8 µM);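 active means maximum activity change below -70%; inconclusive means maximum activity change from -70% to -50%; inactive means maximum activity change above -50%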;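 further: thallium influx rate constant from kinetic fluorescence after stimulation buffer; on the % scale 0 is the no-effect control and ±100 the full control effect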
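Measured as rate of thallium-driven FluxOr signal in transduced U2OS cells carrying the 3.1 channel, read kinetically for 2 min upon stimulation; values are rate constants scaled to DMSO control wells.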
ELG1 genotox: induces genotoxicity in HEK293T cells with luciferase-tagged ELG1; HEK293T ELG1-luciferase reporter, luminescence, 16 h; Potency, µM (titrated, usually from 46 µM), without a hit: at the top dose activity change, positive = activation, actives largely listed as activators; 330,000 compounds, 1.3% hits; AID 504466; further: potency means the concentration at half of the fitted maximal effect; % of control where 0% means no effect; nearly all actives have a fitted effect of over 60% in size
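Genotoxicity was scored as increased ELG1-luciferase reporter signal, measured by ONE-Glo luminescence (30 min, room temperature). Compound or vehicle exposure of the HEK293T reporter cells lasted 16 hr at 37°C.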
uPA generation: cell surface uPA generation inhibition. 330,000 compounds, 0.31% hits. cell surface uPA generation assay, qHTS. Potency, µM (series often up to 38.3 µM), without a hit: at the top dose activity change, negative = inhibition, usual class: inhibitors; active means well fitted inhibition curve with a large enough effect; inconclusive means small, poorly fitted or top-dose-only effect; inactive means no such curve, though single readings can be large or run the other way; tested in mouse RAW 264.7 cells; further: potency means the concentration at half of the fitted maximal effect; on the % scale 0 is the no-effect control and ±100 the full control effect; nearly all actives have a fitted effect of over 55% in size
NPC1 prom act: activates the NPC1 promoter | Potency, µM (top dose mostly 9.22 µM), for the others: at the highest dose activation, hits mostly activators | Huh7 NPC1 promoter luciferase reporter, 24 h | 320,000 compounds, 2.4% hits;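 further: potency means the concentration at half of the fitted maximal effect; % of control where 0% means no effect; nearly all actives have a fitted effect of over 60% in size; reporter is driven by a mutant NPC1 promoter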
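Luciferase expression driven by the NPC1 promoter was measured in stably transfected Huh7 cells after a 24 h compound incubation, using a luciferase reagent and a luminescence read.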
Coupling enz: coupling enzyme interference in Giardia aldolase counter-screen | coupling enzyme system counterscreen, AmpLite Red fluorescence | 290,000 compounds, 0.67% hits | activity change, negative = inhibition, % at 58.2 µM, hits read low; in the data active means activity change below about -30%; further: on the % scale 0 is the no-effect control and ±100 the full control effect
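Fluorescence at 525 nm excitation and 598 nm emission measured inhibition of the coupled detection system without aldolase. Compounds (at 57.5 uM final) were preincubated 10 min at room temperature with coupling enzyme reagent before a 20 min substrate/AmpLite Red step.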
Rab9 promoter act: activates the Rab9 promoter; 320,000 compounds, 2.8% hits; Potency, µM (titrated, usually from 9.22 µM), for the others: at the top dose activation, negative = inhibition, hits mostly activators; Huh7 Rab9 promoter-luciferase reporter, luminescence, 24 h; AID 485297; further: potency means the concentration at half of the fitted maximal effect; % of control where 0% means no effect; nearly all actives have a fitted effect of over 60% in size
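Cells were plated at 1500 per well in reduced-serum medium with 10% FBS and left 2 h. Compound in DMSO was then added for 24 h at 37 °C. Reporter signal was read by luminescence after 10 min with luciferase detection reagent.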
FLuc counter: counter-screen for miR-21 project: firefly luciferase inhibitors or activators. P08659. purified FLuc, Km substrates, luminescence inhibition. Potency, µM (titrated, usually from 57.5 µM), for inactives: at the highest dose activity change, negative = inhibition, hits mostly inhibitors. 360,000 compounds, 6.9% hits. AID 588342;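 further: potency means the concentration at half of the fitted maximal effect; plate controls were vehicle for no effect and reference inhibitor for full effect; nearly all actives have a fitted effect of over 55% in size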
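Purified P. pyralis luciferase, 10 nM final, with Km-level 10 uM D-luciferin and 10 uM ATP in 50 mM Tris acetate pH 7.5, 10 mM Mg acetate, 0.01% Tween-20, 0.05% BSA; 6-point qHTS titration about 60 µM downward; luminescence read.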
RORg inh: ROR gamma (mouse) transcription inhibition; P51450; Drosophila S2 Gal4-RORgamma UAS-luciferase reporter, 20 h; Potency, µM (top dose mostly 53.6 µM), for inactives: top-dose activity change, negative = inhibition, usual class: inhibitors; 310,000 compounds, 5.4% hits; further: potency means the concentration at half of the fitted maximal effect; on the % scale 0 is the no-effect control and ±100 the full control effect; nearly all actives have a fitted effect of over 60% in size
Target sequence (P51450 whole entry, looked up, the tested form may be a part): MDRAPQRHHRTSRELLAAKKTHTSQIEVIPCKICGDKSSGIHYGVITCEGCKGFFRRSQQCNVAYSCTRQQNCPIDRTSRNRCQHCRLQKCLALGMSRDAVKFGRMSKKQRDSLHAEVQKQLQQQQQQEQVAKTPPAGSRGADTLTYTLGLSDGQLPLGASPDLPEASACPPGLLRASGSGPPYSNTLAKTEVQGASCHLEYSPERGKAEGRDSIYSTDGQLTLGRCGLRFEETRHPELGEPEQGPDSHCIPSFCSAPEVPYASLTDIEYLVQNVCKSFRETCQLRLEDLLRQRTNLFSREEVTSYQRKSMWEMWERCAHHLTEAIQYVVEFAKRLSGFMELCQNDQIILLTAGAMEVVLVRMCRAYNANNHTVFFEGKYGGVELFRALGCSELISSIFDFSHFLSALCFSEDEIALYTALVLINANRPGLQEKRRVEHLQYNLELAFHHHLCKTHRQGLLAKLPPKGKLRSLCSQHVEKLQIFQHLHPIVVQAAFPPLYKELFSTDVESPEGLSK
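Stable Schneider cell line, Gal4 DNA-binding domain fused to ROR gamma, UAS-luciferase. Cmpd 1 hr RT → CuSO4 700 uM final → 20 hr RT → luciferase reagent 10 min → luminescence.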
Active calls of the source: *; ? = inconclusive; · = not tested or not shown; [ ] = another dose, or the depositor's remark. Unless noted, the call rests on the fitted dose curve; in most records, active means well fitted curve in the direction sought with a large enough effect; inconclusive means small, poorly fitted or top-dose-only effect, or another doubt; inactive means no such curve, though single readings can be large; an effect the other way counts as inactive or inconclusive. An unsorted share of the library (roughly 14% active in at least one column).

Structure,Giardia killer,Tb PFK inh,VP16 counter,KCNH2 3.1 inh,ELG1 genotox,uPA generation,NPC1 prom act,Coupling enz,Rab9 promoter act,FLuc counter,RORg inh
COc1cccc(CCC(=O)N(C)C2CCCN(Cc3ccccc3F)C2)c1 (centres undefined),-6.0,-0.7%,-4.1%,17.4,-5.0%,5.3%,-1.4%,3.8,-4.1%,-2.7%,-7.4%
COc1ccc(Cl)cc1NC(=O)CN(C)C(=O)c1cc2c(s1)CCC(C)C2 (centres undefined),-8.6,-0.5%,·,8.6,-7.9%,-1.5%,-5.6%,·,-0.5%,-4.5%,·
O=C(Nc1ccc(Cl)c(Cl)c1)Nc1nnc(-c2ccncc2)s1,-15.6,-1.5%,-15.1%,-4.0,-11.8%,12.3%,-12.4%,2.8,-22.9%,-0.5%,33.8%[10 µM]
CCN(CC)CCN(Cc1cc2ccc(C)cc2[nH]c1=O)C(=O)NC1CCCCC1,12.0,-0.1%,9.4%,-11.1,0.4%,-5.3%,-3.0%,6.9,1.2%,-2.1%,1.8%
Cc1cc(Nc2ccc3c(c2)OCCO3)c2cc(Cl)ccc2n1,17.6,-0.3%,-7.3%,5.7,-0.7%,0.3%,11.0%,0.3,-2.5%,?,-41.1%
CC1=NN(c2ccc(C)c(C)c2)C(=O)/C1=C/c1ccc2c(c1)n(C)c(=O)n2C,-2.2,-3.0%,-3.4%,11.1,8.1%,-11.0%,-0.6%,0.8,-10.2%,-12.4%,-11.0%[10 µM]
CC1CCCN(S(=O)(=O)c2ccc(-c3ccc(=O)[nH]n3)o2)C1 (centres undefined),-28.6,-3.4%,-0.8%,9.4,8.3%,19.4%,-1.7%,·,2.9%,0.2%,-1.6%
Nc1nc(Cn2nnc(-c3ccccc3F)n2)nc(N2CCOCC2)n1,15.6,16.3%,13.7%,5.3,8.5%,3.2%,1.5%,-5.1,1.8%,-3.3%,7.3%
COc1cccc(C(=O)NC(=S)Nc2ccc(N3CCCC3)cc2)c1,-1.6,0.2%,8.91µM*,-12.6,-3.4%,5.4%,-0.5%,0.8,-0.3%,?,2µM*
Cc1ccccc1-c1nc(CS(=O)(=O)CC(=O)N2CCc3ccccc32)c(C)o1,3.5,0.3%,2.5%,-1.9,-0.8%,4.4%,-2.3%,-1.3,-4.2%,11.0%,-5.9%
COc1ccc(C(=O)n2nc(-c3ccc(C)cc3)nc2N)cc1OC,-6.1,-2.6%,-0.1%,-10.2,0.5%,-3.0%,-9.2%,8.5,-1.6%,-0.7%,-2.2%
CC(=O)Nc1ccc(S(=O)(=O)Nc2nc(C)nc3sc(C)c(C)c23)cc1,12.8,1.1%,·,2.0,3.0%,-3.2%,·,·,·,·,·
CCN(CC)C(=O)c1cc2c(=O)c3cc(F)ccc3oc2nc1C,-9.9,-1.9%,-7.9%[10 µM],11.0,?,1.9%,8.5%,6.8,18.1%,?,12.4%
C=CCn1c(SCC(=O)Nc2ccc(N3CCOCC3)cc2)nnc1-c1ccncc1,-12.2,-24.0%,-26.3%,1.0,0.6%,-0.8%,8.1%,-0.9,9.3%,?,7.8%
COc1cc(C(=O)N/C(=C/c2ccc(F)cc2)C(=O)NC(C(=O)O)c2ccccc2)cc(OC)c1OC (centres undefined),25.6,12.5%,-3.3%,12.7,4.7%,29.9%,-2.0%,3.0,6.3%,3.1%,0.1%
Cc1csc(=O)n1CC(=O)OCC(=O)c1ccc(Br)cc1,14.4,0.2%,·,-4.3,-1.0%,-0.9%,-4.8%,·,-4.1%,-1.7%,·
O=C(N/N=C/c1cc(Br)c(O)c(Br)c1)c1cccc(C(F)(F)F)c1,-12.0,-1.8%,6.0%,0.3,2.3%,0.4%,1.1%,-4.4,-2.6%,?,6.2%
Nc1c(N2CCN(c3ccccc3)CC2)c2ccccc2oc1=O,-5.4,1.4%,-9.2%,-0.3,-32.4%[inhibitor],·,1.1%,3.8,8.0%,-1.6%,9.4%
CCc1ccc(NC(=O)Cn2cccc2)cc1,9.2,-8.2%,8.2%,13.0,0.3%,11.8%,8.0%,0.4,2.1%,?,13.4%
CCn1ncc(NC(=S)NCCc2ccc(OC)c(OC)c2)c1C(N)=O,5.4,-2.3%,9.2%,-24.0,-0.7%,-1.7%,-5.4%,0.4,6.0%,2.3%,-14.3%
CSc1nc(-c2ccccc2)nc(N2CCOCC2)c1C(C)=O,?,-0.8%,-2.8%,-5.9,0.7%,5.4%,5.2%,3.8,8.4%,-15.5%,-19.2%
COC(=O)c1cn(C(=O)c2cccs2)c2ccccc12,2.5,1.2%,8.5%,-3.3,-1.0%,-2.1%,0.5%,1.7,-3.8%,-2.9%,-18.9%
Cc1[nH]n(-c2ccccc2)c(=O)c1C(=O)Nc1ccccc1,-3.9,4.9%,-10.6%,-2.9,9.2%,1.9%,0.2%,0.9,12.5%,16.9µM*,8.2%
Cc1ccc2c(C(=O)CN3CCCC(C)C3)c(C)[nH]c2c1 (centres undefined),26.1,1.7%,3.1%,14.9,0.1%,2.0%,-7.2%,1.5,0.3%,-1.1%,1.7%
COc1ccccc1CNC(=S)NC1CCCCC1,-3.4,-4.3%,10µM*,-0.7,-6.5%,-2.7%,-1.1%,0.1,0.3%,-0.1%,2.24µM*
O=C(N/N=C/c1cccc([N+](=O)[O-])c1)c1c[nH]c2ccccc12,-1.8,-4.6%,-8.4%,-9.5,11.5%,0.7%,2.24µM*,-8.8,?,16.9µM*,?
COc1ccc(CN2CCN(Cc3cccc4nonc34)CC2CCO)c(C)c1C (centres undefined),15.6,-4.5%,-7.7%,-7.7,-8.7%,2.7%,-1.6%,0.2,-4.2%,-0.1%,5.6%
Cc1cc([N+](=O)[O-])nn1CCCC(=O)Nc1ccc(Cl)cc1Cl,6.5,3.8%,-1.1%,-7.1,-0.5%,1.5%,-1.6%,2.0,-5.6%,-2.4%,8.0%
C=CCNc1nc(N)c([N+](=O)[O-])c(N2CCCCCC2)n1,1.8,8.1%,-6.1%,-14.9,-5.5%,-13.5%,-0.6%,4.1,0.5%,1.6%,19.0%
CC(C)N(Cc1nc(-c2ccccc2)no1)C(=O)CN1C(=O)c2ccccc2C1=O,1.5,-3.3%,1.3%,20.3,1.8%,-5.7%,-4.9%,8.3,1.5%,1.3%,?
CCCc1nc(SCC(=O)N2CCCC2)c2ccccc2n1,-8.0,0.0%,10.1%,2.0,-10.3%,-8.7%,-1.5%,3.1,-2.2%,1.0%,17.0%
Cc1ccc(C2/C(=C(\O)c3ccc4c(c3)OCCO4)C(=O)C(=O)N2Cc2cccnc2)cc1 (centres undefined),7.4,1.2%,-2.7%,15.2,0.1%,-4.2%,2.4%,10.5,-1.4%,-2.0%,1.4%
O=S(=O)(/N=C(/Nc1ccccc1F)c1ccccc1)c1ccccc1,11.1,3.9%,6.1%,5.6,-0.6%,-1.8%,1.7%,3.3,9.0%,2.5%,-1.6%
CN(C(=O)COC(=O)CNC(=O)C1CCCCC1)c1ccccc1,6.9,-1.4%,·,2.9,2.0%,-7.5%,-3.1%,·,-2.3%,-2.3%,·
CC(=O)c1ccc(Nc2ccc(-c3ccccc3C)nn2)cc1,3.8,-13.6%,-1.7%,-10.4,?,?,?,-7.8,1.58µM*,9.53µM*,0.3%
COc1ccc(/C=N/OCC(=O)NC(c2ccccc2)c2ccccc2)c(OC)c1,-7.0,10.8%,?,3.4,-4.1%,2.8%,-3.1%,2.1,2.7%,2.4%,?
O=C(N/N=C1/CCCc2ccccc21)c1cc([N+](=O)[O-])cc([N+](=O)[O-])c1,·,2.7%,3.0%,·,9.6%,·,0.8%,2.5,10.6%,-1.1%,11.2µM*
O=C(CCCn1c(=O)[nH]c2cc(Cl)ccc2c1=O)N1CCN(c2ccc([N+](=O)[O-])cc2)CC1,-15.9,-2.3%,5.0%,?,-1.5%,1.9%,-3.0%,1.9,-12.8%,1.2%,10.4%
O=C(COc1ccc(-n2ccnc2)cc1)Nc1cccc(Cl)c1,-0.6,-18.3%,-7.9%,-3.4,-7.4%,-3.3%,1.1%,0.2,-1.8%,4.9%,37.1%
